# Screening results deposited in PubChem BioAssay by National Center for Advancing Translational Sciences (NCATS).
# POLH inh: inhibitors of human DNA polymerase eta; Q9Y253; recombinant Pol eta, fluorescent DNA replication assay; Potency, µM (doses to about 114 µM), inactives show at the top dose activity change, negative = inhibition, usual class: inhibitors; 1.2% of 390,000 active; AID 588591; further: potency means the concentration at half of the fitted maximal effect; on the % scale 0 is the no-effect control and ±100 the full control effect
#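 Fluorescent replication assay: 50 nM final substrate added after a 15 min room-temperature compound preincubation with 10 nM enzyme. Signal taken at 0 min and again at 10 min.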
# POLK inh: inhibitors of human DNA polymerase kappa; Q9UBT6; purified Pol kappa, fluorescent DNA synthesis assay, 10 min; 0.53% of 400,000 active; AID 588579; Potency, µM (doses to about 107 µM), for the others: at the highest dose activity, negative = inhibition, actives largely listed as inhibitors; further: potency means the concentration at half of the fitted maximal effect; on the % scale 0 is the no-effect control and ±100 the full control effect
#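 Enzyme at 10 nM met test compounds for 15 min at room temperature. Substrate addition (50 nM final) began the reaction, which was monitored by fluorescence at 0 and 10 min.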
# APE1 inh: inhibitors of human APE1 endonuclease; P27695; recombinant APE1, TAMRA/BHQ-2 abasic DNA cleavage fluorescence; Potency, µM (titrated, usually from 65.8 µM), for the others: top-dose activity change, negative = inhibition, hits mostly inhibitors; 0.35% of 350,000 active; AID 2517;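 further: potency means the concentration at half of the fitted maximal effect; plate controls were vehicle for no effect and reference inhibitor for full effect; nearly all actives have a fitted effect of over 55% in size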
#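 Substrate: short duplex with […] THF abasic site, 5'-TAMRA and 3'-BHQ-2, 50 nM final. APE1 at 0.75 nM, preincubated 15 min RT with compound. Fluorescence increase from first to third read measured activity.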
# Glioma ERSR ind: induces the endoplasmic reticulum stress response in human glioma cells. U87-MG GRP78 promoter luciferase reporter, 16 h. Potency, µM, for inactives: at the highest dose activation, usual class: activators. 0.02% of 420,000 active. AID 602332; further: potency means the concentration at half of the fitted maximal effect; series mostly up to about 76 µM; % of control where 0% means no effect; nearly all actives have a fitted effect of over 35% in size
#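 Stably transfected U87-MG glioma cells carrying a GRP78-based luciferase sensor; 16 h compound incubation. Luminescence end-point read 10 min after Bright-Glo addition at room temperature.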
# BLM helicase inh: Bloom syndrome helicase (human) inhibition; AID 2528; Potency, µM (doses to about 56.1 µM), inactives show at the top dose activity change, negative = inhibition, usual class: inhibitors; P54132; 0.2% of 350,000 active; recombinant BLM DNA unwinding, fluorescence dequenching;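 further: potency means the concentration at half of the fitted maximal effect; plate controls were vehicle for no effect and no enzyme for full effect; nearly all actives have a fitted effect of over 35% in size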
# POLB inh: DNA polymerase beta (human) inhibition. P06746. Pol beta primer extension/strand displacement, fluorescence kinetic. Potency, µM (top dose mostly 114 µM), for the others: top-dose activity change, negative = inhibition, usual class: inhibitors. 1.3% of 340,000 active. AID 485314; further: potency means the concentration at half of the fitted maximal effect; on the % scale 0 is the no-effect control and ±100 the full control effect
#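 Curves were derived by four-parameter Hill fits of normalized qHTS data. The kinetic fluorescent primer-extension read was taken at 0 and 10 min after 50 nM substrate, following a 15 min room-temperature preincubation of 10 nM enzyme with compounds.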
# LDHA block: blocks human lactate dehydrogenase A | P00338 | purified LDHA, NADH/diaphorase-resazurin fluorescence; active compounds read low | activity change, % (values are at about 110 or 230 µM) | 0.15% of 480,000 active; in the data active means activity change below about -30%; inconclusive means mostly about -25% to -30%;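 further: plate controls were DMSO wells for no effect and wells without enzyme for full effect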
#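 Remaining NADH was detected by diaphorase (0.133 mg/mL) converting 37 µM resazurin to fluorescent resorufin, read at 0 and 20 minutes. The preceding 5-minute room-temperature reaction used 2 nM LDHA, 0.2 mM sodium pyruvate and 0.06 mM NADH at pH 7.4.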
# Anesthetic bind: binds horse apoferritin like a general anesthetic; AID 485281; Potency, µM (doses to about 77.5 µM), inactives show at the highest dose activity change, negative = displacement, hits mostly inhibitors; 0.074% of 350,000 active; apoferritin/1-aminoanthracene competitive binding, fluorescence; further: potency means the concentration at half of the fitted maximal effect; on the % scale 0 is the no-effect control and ±100 the full control effect; nearly all actives have a fitted effect of over 20% in size
# Target sequence (P02791 2-175 limits assumed): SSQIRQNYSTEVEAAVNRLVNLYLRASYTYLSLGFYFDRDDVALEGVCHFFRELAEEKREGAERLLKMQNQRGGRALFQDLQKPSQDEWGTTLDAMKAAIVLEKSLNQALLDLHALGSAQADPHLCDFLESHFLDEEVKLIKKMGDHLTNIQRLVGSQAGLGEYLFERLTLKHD
#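 Horse-spleen apoferritin (10 uM) in 50% saturated 1-aminoanthracene in PBS was incubated 10 min at room temperature with compound. Fluorescence (ex 380, em 535 nm) was normalized to free and bound 1-AMA, with concentration-response fitted by a four-parameter Hill equation.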
# Pol iota inh: DNA polymerase iota (human) inhibition; 1% of 390,000 active; Pol iota fluorescent replication assay, 10 min; Potency, µM (titrated, usually from 115 µM), for inactives: at the highest dose activity, negative = inhibition, most hits filed as inhibitors; Q9UNA4; AID 588590; further: potency means the concentration at half of the fitted maximal effect
# Target sequence (Q9UNA4 whole entry, looked up): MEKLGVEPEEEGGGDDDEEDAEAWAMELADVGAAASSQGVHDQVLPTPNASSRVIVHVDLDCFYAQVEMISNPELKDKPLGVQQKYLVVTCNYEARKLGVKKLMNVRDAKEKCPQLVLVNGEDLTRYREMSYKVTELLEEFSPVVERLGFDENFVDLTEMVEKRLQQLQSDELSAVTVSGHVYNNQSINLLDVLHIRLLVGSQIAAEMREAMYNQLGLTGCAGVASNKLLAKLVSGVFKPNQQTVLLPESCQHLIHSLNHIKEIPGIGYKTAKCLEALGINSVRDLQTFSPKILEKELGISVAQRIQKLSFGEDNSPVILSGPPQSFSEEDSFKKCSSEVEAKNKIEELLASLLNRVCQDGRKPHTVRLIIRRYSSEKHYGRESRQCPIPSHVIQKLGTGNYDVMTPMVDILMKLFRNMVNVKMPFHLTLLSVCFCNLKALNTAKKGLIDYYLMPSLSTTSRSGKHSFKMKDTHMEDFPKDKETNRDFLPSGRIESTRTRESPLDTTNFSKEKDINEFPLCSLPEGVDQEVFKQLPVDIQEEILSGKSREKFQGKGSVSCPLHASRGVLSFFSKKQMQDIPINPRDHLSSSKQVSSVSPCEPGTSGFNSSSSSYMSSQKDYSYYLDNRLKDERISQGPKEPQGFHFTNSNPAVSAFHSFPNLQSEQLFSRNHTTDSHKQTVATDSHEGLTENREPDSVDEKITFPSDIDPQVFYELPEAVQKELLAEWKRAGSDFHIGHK
#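 Pol iota at 10 nM preincubated 15 min with compounds at room temperature; reaction started with fluorescent substrate, 50 nM final. Fluorescence read kinetically at 0 and 10 min; buffer-only wells as negative control.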
# * marks the source's active call; other numbers are inactive results; u = inconclusive; x = not tested or not shown; & = joins results of further samples; [ ] = dose if it differs, or a comment. Unless noted, the call rests on the fitted dose curve; in most records, active means well fitted curve in the direction sought with a large enough effect; inconclusive means small, poorly fitted or top-dose-only effect, or another doubt; inactive means no such curve, though single readings can be large; an effect the other way counts as inactive or inconclusive. These rows are one share of the data (hit frequency here may not be typical).
# Values run as follows: POLH inh	POLK inh	APE1 inh	Glioma ERSR ind	BLM helicase inh	POLB inh	LDHA block	Anesthetic bind	Pol iota inh
> COc1ccc(-n2c(SCC(N)=O)nnc2-c2ccco2)cc1
  -22%	-3%	9%	2%	-4%	1%	-6	7%	16%
> CC(=O)c1cnc2c(C(=O)O)cnn2c1C
  -9%	-5%	-7%	-2%	-13%	6%	1	-3%	1%
> O=c1[nH]c(=O)c2ncc(-c3ccc(Cl)cc3)nc2[nH]1
  x	x	4%	x	-13%	7%	x	3%	x
> CCCOC(=O)C(C)n1cnc2sc(C)c(C)c2c1=O (centres undefined)
  -4%	-13%	1%	0%	1%	-3%	1	u	-21%
> COc1cccc(COc2ccccc2C2Nc3ccc(Br)cc3C(=O)N2NC(=O)c2ccncc2)c1 (centres undefined)
  -16%	-7%	-5%	-3%	-9%	2%	-5	u	24%
> S=c1nc2ccccc2c2nc(-c3ccccc3Cl)[nH]n12
  -8%	-8%	-10%	u	-11%	4%	-13	28%	-28%
> O=C1C=C[C@@H](O)[C@H]2[C@@H]3C(=O)N(c4cccc(Oc5ccccc5)c4)C(=O)[C@@H]3CC[C@H]12
  x	x	u	-4%	0%[12.4 µM]	x	x	4%[15.3 µM]	x
> Cc1c(O)c(C)c2c(c1O)C(=O)C[C@@H](c1ccccc1)O2
  -21%	10%	12%	4%	x	x	0	x	30%[activator]
> O=C(NC1CC2CCC(C1)N2C(=O)NCc1ccccc1)NC12CC3CC(CC(C3)C1)C2 (centres undefined)
  -6%	-15%	-2%	0%	1%	5%	-10	-12%	52%[activator]
> CC(=O)NC1=NN(C(C)=O)C(c2ccc(F)cc2)S1 (centres undefined)
  2%	-3%	8%	-4%	-1%	21%	-7	-5%	44%[activator]

# A second format for some results above:
> Cc1c(O)c(C)c2c(c1O)C(=O)C[C@@H](c1ccccc1)O2
  POLH inh = -21%
  POLK inh = 10%
  APE1 inh = 12%
  Glioma ERSR ind = 4%
  BLM helicase inh = x
  POLB inh = x
  LDHA block = 0
  Anesthetic bind = x
  Pol iota inh = 30%[activator]
> O=C(NC1CC2CCC(C1)N2C(=O)NCc1ccccc1)NC12CC3CC(CC(C3)C1)C2 (centres undefined)
  POLH inh = -6%
  POLK inh = -15%
  APE1 inh = -2%
  Glioma ERSR ind = 0%
  BLM helicase inh = 1%
  POLB inh = 5%
  LDHA block = -10
  Anesthetic bind = -12%
  Pol iota inh = 52%[activator]

# (next part)
# Values run as follows: POLH inh	POLK inh	APE1 inh	Glioma ERSR ind	BLM helicase inh	POLB inh	LDHA block	Anesthetic bind	Pol iota inh
> c1ccc2c(c1)CCCN2c1nc2ccccc2n2cnnc12
  -5%	-13%	-5%	-1%	0%	6%	1	-19%	-8%
> C=CC1=C(C)/C(=C/c2[nH]c(Cc3[nH]c(/C=C4\NC(=O)C(C)=C4C=C)c(C)c3CCC(=O)O)c(CCC(=O)O)c2C)NC1=O
  x	u	-10%	-5%	-10%	x	x	-9%	x
> COc1cccc(CN(C(=O)c2ccccc2Cl)C2CCS(=O)(=O)C2)c1 (centres undefined)
  -5%	-2%	48%[activator]	-4%	0%	39%	-1	-3%	9%
> Cc1cc(NC(=O)CCC(=O)N(c2ccccc2)C(C(=O)NC2CCCC2)c2ccccc2)no1 (centres undefined)
  -21%	-4%	-6%	-3%	1%	-23%	0	-8%	-1%
> Cc1ccc(S(=O)(=O)NC(C)C(=O)NCc2ccc(Cl)cc2)cc1 (centres undefined)
  0%	-7%	x	1%	x	x	0	x	10%
> CCC1=C(OC(=O)N(CC)CC)N2C(=O)OC(=NCC(=O)OC)[C@]2(C)[C@H]2C1=CC[C@H]1C(=O)NC(=O)[C@H]12
  -7%	3%	-2%&14%	0%	0%&-2%	15%	-4	-1%&0%	28%
> O=C(CN1CCOCC1)NCCC12CC3CC(CC(C3)C1)C2
  -4%	-12%	3%	-1%	0%	2%	-2	u	-7%
> COc1ccc(N2CCN(C(=O)CN(Cc3ccccc3)S(C)(=O)=O)CC2)cc1
  -9%	-4%	-1%	-3%	-4%	-2%	2	7%	24%
> Cc1cc(N2CCC(C)CC2)nc2ccc(NC(=O)Cc3c(F)cccc3Cl)cc12
  -7%	-11%	x	-2%	-1%	38%	-4	99%[activator]	u
> O=[N+]([O-])c1ccccc1CNC1CCCc2ccccc21 (centres undefined)
  -14%	-5%	-2%	-3%	-3%	0%	-11	u	u

# Following part.
# Values run as follows: POLH inh	POLK inh	APE1 inh	Glioma ERSR ind	BLM helicase inh	POLB inh	LDHA block	Anesthetic bind	Pol iota inh
> Cc1ccc(Oc2ncccc2NC(=O)CCCC(=O)O)c2c1CCC2
  -7%	4%	-4%	2%	1%	2%	-4	-7%	6%
> CCc1ccc(C2NC(C(=O)O)CS2)cc1 (centres undefined)
  x	x	1%	x	-7%	6%	x	-18%	x
> CCN(Cc1ccccc1)S(=O)(=O)c1ccc(F)c(C(=O)Nc2cc(C(F)(F)F)ccc2Cl)c1
  -21%	-15%[60.1 µM]	x	-3%	-7%	1%	5	-8%	5%
> COc1cccc(NC(=O)CCCn2c(=S)[nH]c3ccccc3c2=O)c1
  -15%	-3%	2%	-1%	-3%	1%	0	u	23%
> CCC(C)N(CCNC(=O)c1ccc2c(c1)NC(=O)c1ccccc1S2)C1CCCCC1 (centres undefined)
  -16%	5%	7%	-9%	0%	-1%	2	u	14%
> O=C(O)c1ccc(S(=O)(=O)Nc2cccc(CP(=O)(c3ccccc3)c3ccccc3)c2)cc1
  9%	-10%	-4%	0%	-1%	9%	-2	-10%	0%
> O=C(CCc1ccccc1)NC1CC(=O)N(c2ccccc2)C1 (centres undefined)
  -8%	-4%[60.1 µM]	x	-1%	-1%	-1%	9	0%	3%
> N#C/C(=C/c1cccn1-c1cccc(C(=O)O)c1)c1ccc(Cl)cc1
  50µM*	u	11µM*	-3%	-25%	8.9µM*	-3	-10%	20µM*
> COc1cc(C(=O)N2CCN(S(=O)(=O)c3ccc(C)cc3C)CC2)ccc1OCC(=O)N1CCOCC1
  -11%	13%	1%	-3%	x	x	-1	x	0%
> COc1cc(C2CC(=O)N(Cc3ccc(F)cc3)c3ccccc3S2)cc(OC)c1OC (centres undefined)
  -15%	0%	x	-5%	-11%	21%	-6	92%[activator]	5%

# (list continues)
# Values run as follows: POLH inh	POLK inh	APE1 inh	Glioma ERSR ind	BLM helicase inh	POLB inh	LDHA block	Anesthetic bind	Pol iota inh
> Cn1c(=S)[nH]c2scc(-c3cccs3)c2c1=O
  -17%	0%	u	-3%	0%	-1%	3	-5%	135%[activator]
> COc1cccc2cc(C(=O)NCc3ccccc3Cl)c(=O)oc12
  -7%	-6%	11%	3%	-3%	10%	-10	-1%	14%
> CCOc1ccccc1NC(=O)C1CCCN1C(=O)c1cccs1 (centres undefined)
  -14%	-3%	44%[activator]	-4%	x	x	-8	x	12%
> O=c1c(OC2OC(CO)C(O)C(O)C2OC2OC(CO)C(O)C(O)C2OC2OC(CO)C(O)C(O)C2O)c(-c2ccc(O)c(O)c2)oc2cc(O)cc(O)c12 (centres undefined)
  u	56µM*	u	-3%	-2%	u	11	-7%	50µM*
> Cc1ccccc1C(=O)N1CCN(c2ccc(NC(=O)c3cccnc3Cl)cc2)CC1
  -21%	-2%	0%	-5%	-1%	2%	0	-10%	27%
> COc1ccc(CCNC(=O)C2CCCN(c3nc4c(C)cc(C)cc4s3)C2)cc1OC (centres undefined)
  -14%	-15%	x	-1%	-3%	-7%	-13	-6%	27%
> Clc1ccccc1N1CCN(Cc2ccco2)CC1
  6%	0%	1%	-2%	-9%	13%	2	2%	-1%
> Cc1ccccc1NC(=S)NC(NC(=O)N(C)C)C(Cl)(Cl)Cl (centres undefined)
  4%	5%	19%	-2%	-3%	10%	3	-3%	17%
> COC(=O)c1c(NC(=O)C2C3CCC(O3)C2C(=O)O)sc2c1CCCCCC2 (centres undefined)
  -20%	-5%	1%	0%	-3%	28%	-6	2%	-4%
> COCCCNC(=O)c1c(-c2ccccc2)c(-c2ccccc2)nn(C)c1=O
  -8%	-6%	x	-2%	2%	4%	-4	-1%	10%

# Structural class, those above with an aryl methoxy group.
# Values run as follows: POLH inh	POLK inh	APE1 inh	Glioma ERSR ind	BLM helicase inh	POLB inh	LDHA block	Anesthetic bind	Pol iota inh
> COc1ccc(-n2c(SCC(N)=O)nnc2-c2ccco2)cc1
  -22%	-3%	9%	2%	-4%	1%	-6	7%	16%
> COc1cccc(COc2ccccc2C2Nc3ccc(Br)cc3C(=O)N2NC(=O)c2ccncc2)c1 (centres undefined)
  -16%	-7%	-5%	-3%	-9%	2%	-5	u	24%
> COc1cccc(CN(C(=O)c2ccccc2Cl)C2CCS(=O)(=O)C2)c1 (centres undefined)
  -5%	-2%	48%[activator]	-4%	0%	39%	-1	-3%	9%
> COc1ccc(N2CCN(C(=O)CN(Cc3ccccc3)S(C)(=O)=O)CC2)cc1
  -9%	-4%	-1%	-3%	-4%	-2%	2	7%	24%
> COc1cccc(NC(=O)CCCn2c(=S)[nH]c3ccccc3c2=O)c1
  -15%	-3%	2%	-1%	-3%	1%	0	u	23%
> COc1cc(C(=O)N2CCN(S(=O)(=O)c3ccc(C)cc3C)CC2)ccc1OCC(=O)N1CCOCC1
  -11%	13%	1%	-3%	x	x	-1	x	0%
> COc1cc(C2CC(=O)N(Cc3ccc(F)cc3)c3ccccc3S2)cc(OC)c1OC (centres undefined)
  -15%	0%	x	-5%	-11%	21%	-6	92%[activator]	5%
> COc1cccc2cc(C(=O)NCc3ccccc3Cl)c(=O)oc12
  -7%	-6%	11%	3%	-3%	10%	-10	-1%	14%
> COc1ccc(CCNC(=O)C2CCCN(c3nc4c(C)cc(C)cc4s3)C2)cc1OC (centres undefined)
  -14%	-15%	x	-1%	-3%	-7%	-13	-6%	27%
